# Ba/F3 V617F tox – lowers viability of Ba/F3 cells expressing EpoR and JAK2V617F; ATP luminescence; inhibition, % at 5.6 µM; hit rate 1.1% among 220,000;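 active = inhibition above the campaign mean plus 3 SD over all tested compounds, cut at about 24% in these data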;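 note: cytokine-independent growth of Ba/F3 cells driven by EpoR plus mutant JAK2; 0% = DMSO-treated cells and 100% = JAK inhibitor I control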
# NPY Y1 blocker – NPY-Y1 (human) receptor antagonism. P25929. HEK293-CNG Y1 cells, membrane potential fluorescence; NPY at EC95, then isoproterenol. inhibition, % at 3.6 µM. hit rate 1% among 200,000;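 active = inhibition above the campaign mean inhibition of all tested compounds plus 3 SD, cut at about 20% in these data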;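 note: 0% = DMSO wells given NPY plus isoproterenol and 100% = isoproterenol alone without NPY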
# Target sequence (P25929 whole entry, looked up): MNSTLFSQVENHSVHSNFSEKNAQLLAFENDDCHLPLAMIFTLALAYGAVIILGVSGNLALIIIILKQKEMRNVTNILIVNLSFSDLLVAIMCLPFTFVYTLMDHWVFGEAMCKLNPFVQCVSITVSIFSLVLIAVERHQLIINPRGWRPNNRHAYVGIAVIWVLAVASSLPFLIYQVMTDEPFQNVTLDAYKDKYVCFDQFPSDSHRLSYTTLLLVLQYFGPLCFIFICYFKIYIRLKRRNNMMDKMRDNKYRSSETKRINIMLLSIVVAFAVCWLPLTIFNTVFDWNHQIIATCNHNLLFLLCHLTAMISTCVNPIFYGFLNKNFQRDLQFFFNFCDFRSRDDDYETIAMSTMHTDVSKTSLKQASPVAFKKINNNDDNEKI
#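 Material: HEK293 cells co-expressing NPY Y1 receptor and cyclic-nucleotide gated channel. Timing: compound incubation 1 h at room temperature, readout 45 min post-stimulation. Signal: fluorescence, membrane potential probe.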
# NPY-Y1 PAM-ag – potentiates or activates human NPY-Y1 receptor. NPY-Y1 expressing cells, potentiator/agonist activation. activation, % at 3.6 µM. hit rate 0.37% among 220,000. AID 1304; in the data active = activation above about 33%, passing the limit was not always enough;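 note: cells stimulated with NPY at EC10 then isoproterenol at EC100; 0% = low agonist plus stimulus and 100% = saturating agonist plus stimulus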
# S1P4 antag – antagonists of human S1P4 receptor | O95977 | S1P4-expressing cells, antagonist mode, reporter read-out | inhibition, % at 4.98 µM | hit rate 0.26% among 220,000 | AID 1510; in the data active = inhibition above about 29%;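 note: 0% = wells stimulated with agonist and 100% = vehicle wells without agonist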
# NPY2 pot ag – human NPY-Y2 potentiation or agonism, primary screen | P49146 | cells expressing NPY-Y2, potentiator/agonist read-out | activation, % at 3.6 µM | hit rate 0.45% among 220,000; in the data active = activation above about 27%;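 note: cells stimulated with NPY near EC25 plus isoproterenol at EC100; 0% = vehicle plus submaximal agonist and 100% = vehicle plus saturating agonist; some results beyond the cut were filed as inactive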
# p47phox inh – inhibitors of human p47phox binding. P14598. p47phox/p22phox peptide binding, fluorescence polarization, 2 h. inhibition, % at 24.7 µM. hit rate 0.53% among 220,000. AID 1274;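 active = inhibition above about 30%, limit read from the data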;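 note: 0% = p47phox with labelled peptide and 100% = labelled peptide alone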
# Target sequence (P14598 whole entry, looked up): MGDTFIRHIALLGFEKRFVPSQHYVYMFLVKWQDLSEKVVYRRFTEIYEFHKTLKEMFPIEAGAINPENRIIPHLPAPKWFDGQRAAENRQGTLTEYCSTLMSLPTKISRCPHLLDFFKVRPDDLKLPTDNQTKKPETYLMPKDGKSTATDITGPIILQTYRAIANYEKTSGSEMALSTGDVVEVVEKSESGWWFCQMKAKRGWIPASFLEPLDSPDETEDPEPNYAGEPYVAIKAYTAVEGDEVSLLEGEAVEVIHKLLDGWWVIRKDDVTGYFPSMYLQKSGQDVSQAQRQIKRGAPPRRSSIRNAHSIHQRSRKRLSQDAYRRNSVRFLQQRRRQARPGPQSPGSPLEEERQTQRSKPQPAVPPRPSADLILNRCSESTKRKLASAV
# S1P4 agonist – human S1P4 receptor agonism; activation, % at 4.98 µM; S1P4-expressing cell line, agonist reporter assay; hit rate 0.35% among 220,000; O95977; in the data active = activation above about 11%;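 note: 0% = DMSO vehicle and 100% = reference agonist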
# CHOP inhibitor – blocks CHOP induction under ER stress; inhibition, % at 10 µM; CHO-K1 CHOP-promoter luciferase, tunicamycin-induced, 15-18 h; hit rate 3.8% among 220,000;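 active = compounds that reduced the stress-induced luciferase reporter signal by more than about 70% of percent inhibition, limit read from the data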;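 note: 0% = tunicamycin plus vehicle and 100% = wells without tunicamycin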
# BaF3 parental – parental Ba/F3 viability inhibition as JAK2V617F counter-screen; CellTiter-Glo ATP luminescence; inhibition, % at 5.6 µM; hit rate 1.1% among 220,000; AID 1486;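 active = inhibition above a per-campaign cutoff, the mean inhibition of all tested compounds plus 3 SD, cut at about 27% in these data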;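 note: 0% = DMSO wells and 100% = JAK Inhibitor I control wells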
# The depositor's hits bear a star; . = no result given.
Structure	Ba/F3 V617F tox	NPY Y1 blocker	NPY-Y1 PAM-ag	S1P4 antag	NPY2 pot ag	p47phox inh	S1P4 agonist	CHOP inhibitor	BaF3 parental
CC(/C=C1\SC(=S)N(c2ccc(C(=O)O)cc2)C1=O)=C\c1ccccc1	0.1	.	-5.6	-2.6	3.5	-61.0	0.2	67.9	0.2
O=S1(=O)CCN2N=C(C34CC5CC(CC(C5)C3)C4)SC2=N1	-4.0	2.8	14.9	23.3	6.4	-2.4	0.1	-12.1	1.5
CCC(C)[C@H](NC(=O)NC1CCCc2ccccc21)C(=O)O (some centres undefined)	-1.0	-8.6	-4.6	-4.9	4.0	-3.9	0.3	-18.5	2.4
CCC(CC)C(=O)c1c[nH]c(C(=O)NCCc2ccccn2)c1	1.0	-1.5	-8.3	-5.2	-2.4	-0.2	0.7	-18.6	0.9
COc1ccc(-n2ccc(=O)c3c2CCCC3=O)cc1	-3.4	-0.3	2.8	11.8	16.1	1.4	-1.5	6.3	-0.5
CCOC(=O)C1CCN(C(=O)c2cc3cc(Br)ccc3oc2=O)CC1	1.8	3.7	-17.5	-26.2	2.3	1.4	0.7	6.8	2.9
CC(C(=O)NC1CCCc2ccccc21)N1CCN(Cc2ccc3c(c2)OCO3)CC1 (centres undefined)	-1.4	9.9	-34.1	6.7	-24.5	-2.5	1.1	3.1	1.8
Cc1sc2nc(CSc3nnnn3-c3ccc(Cl)cc3)[nH]c(=O)c2c1C	-1.9	1.0	-9.9	-13.4	-2.1	-102.9	-1.1	-5.4	2.1
O=[N+]([O-])c1cccnc1N1CCC(c2cc(-c3ccc(Cl)cc3)n[nH]2)CC1	0.3	-1.8	13.6	12.5	14.2	-5.7	1.2	99.8*	0.5
C#CC[N+](C)(C)CCCCCCCCC	82.3*	3.5	10.8	-7.0	-6.2	-0.6	4.2	0.9	61.6*
O=C(Cn1cccc1C(=O)c1ccccc1)NCCC1=CCCCC1	-0.4	10.9	-3.2	2.0	-0.2	-5.9	0.8	10.0	7.5
COc1ccc(CNC(=O)COC(=O)c2ccc(OCc3c(C)noc3C)cc2)cc1OC	-1.6	3.1	-2.5	-16.1	4.2	-3.2	-1.3	-16.5	0.8
COc1cc(/C=C/C(=O)O)ccc1OCc1ccc([N+](=O)[O-])cc1	-8.1	3.5	-8.2	-5.2	1.7	-10.7	-0.1	-1.1	1.1
Cc1cccn2cc(CNc3ccccc3)nc12	0.4	-0.4	-11.4	-4.8	0.0	-9.2	-0.8	24.4	5.8
C[N+](C)(CC#Cc1ccccc1)CC(=O)c1ccccc1	-0.9	7.7	-12.0	-27.9	-7.7	-4.4	0.3	7.1	10.6
CCOC(=O)c1cc2sccc2n1CC(=O)O	-1.0	6.9	-18.0	-6.0	-10.1	-11.2	0.4	4.6	5.9
CCOc1cc(C(c2c(C)[nH][nH]c2=O)c2c(C)[nH][nH]c2=O)ccc1O	1.5	-1.7	-11.6	-4.5	1.4	-13.8	1.9	2.4	5.6
C/C(=N\NC(=O)c1cccc(C)c1)c1cccc(NC(=O)c2ccco2)c1	2.5	4.8	-3.7	-27.8	-3.6	-2.2	3.2	-29.8	3.9
O=C(Cc1ccc(-n2cccc2)cc1)N1CCc2ccccc21	-5.7	0.3	-11.1	10.7	0.4	-12.4	-0.9	9.2	2.4
Cc1cc(C(=O)NNS(=O)(=O)c2ccc(F)cc2)nn1C(C)(C)C	3.0	.	7.5	10.3	3.2	-3.4	0.3	-5.7	-0.8
CC(=O)NC1=C(C#N)C(c2ccccc2)c2c(ccc3ccccc23)O1 (centres undefined)	1.4	4.8	-8.5	-29.3	0.6	-1.5	-1.8	14.4	6.9
CC(CNC(=O)c1cncc(O)c1)NC(=O)c1cncc(O)c1 (centres undefined)	3.4	-3.1	11.0	7.8	2.6	-11.3	-0.1	-21.1	3.6
CCCSc1nc(C)cc(C)c1S(C)(=O)=O	0.5	7.0	-7.0	-6.5	-7.6	-0.4	0.9	19.6	0.2
COC(=O)c1sc(N)c(C(=O)OC)c1CSc1nc2sc3c(c2c(=O)n1C)CCC3	-2.1	-6.9	-13.6	1.1	-0.2	-42.2	0.8	2.6	-3.9
COc1cc(OC)c(OC)cc1/C=N/NC(=O)c1cccc(S(=O)(=O)N2CCOCC2)c1	1.2	-0.4	16.5	-20.4	13.0	-20.7	-1.0	8.5	6.0
CC(OCC(O)CN(C)CCOc1ccccc1)c1ccc(Cl)cc1 (centres undefined)	5.1	-1.7	-8.6	20.5	5.9	-1.6	0.2	35.0	4.5
COc1cc(-n2ccnc2SC)c(Cl)cc1Cl	1.3	7.0	-3.1	-10.2	-6.8	1.8	-3.9	17.2	3.0
Cc1ccccc1CSCCNC(=S)Nc1ccccc1	0.7	-2.9	7.4	-5.8	-7.5	-5.3	-1.3	-8.1	5.8
CCOC(=O)N1CCN(C(=O)CN(c2ccccc2)S(C)(=O)=O)CC1	-2.8	1.9	-2.0	-4.6	1.9	-20.2	1.6	-16.9	8.5
O=C(CN(Cc1ccco1)C(=O)Cn1nnc(-c2cccs2)n1)NCC1CCCO1 (centres undefined)	1.1	4.5	5.6	-16.0	-20.3	-21.4	0.4	-2.2	9.2
O=C(NC1CCN(Cc2ccccc2)CC1)c1c(F)cccc1F	1.5	-7.1	7.0	12.9	7.9	0.0	0.6	13.2	0.3
CCOCC(=O)Nc1cccc(OC)c1	2.8	-1.0	-19.3	-5.1	-14.8	-1.3	0.9	15.5	6.9
CC(C(=O)NC(C)(C)C)N1C(=O)c2cccc3cccc(c23)C1=O (centres undefined)	4.0	2.0	6.6	-22.0	-2.1	3.0	-1.9	2.5	7.9
O=C(CSc1ncnc2sc3c(c12)CCCC3)N1CCC(c2noc3ccc(F)cc23)CC1	1.2	1.1	-12.8	-16.0	10.4	-16.5	1.5	33.9	2.2
O=C(Cc1ccccc1)N1CCCC1c1ccccc1 (centres undefined)	3.9	-0.3	-6.2	6.1	11.0	-4.2	1.0	-14.8	4.6
O=C(NCc1ccccc1)c1ccccc1C(=O)c1ncc[nH]1	2.2	1.5	-12.5	-0.4	-31.7	-0.9	0.5	-2.7	9.4
O=C(NCN1C(=O)C2C3C=CC(C3)C2C1=O)Nc1nncs1 (centres undefined)	0.3	-0.2	-16.1	-6.6	-1.2	-9.1	1.7	-8.0	-0.4
CN(C)c1cc(=O)n2c(n1)SCCC2	5.3	-0.1	29.1	1.6	-17.8	-30.9	-1.4	-26.1	3.8
N#Cc1ccsc1NC(=O)CSc1ncn[nH]1	0.5	-0.6	-6.5	5.3	-5.4	-7.6	0.4	7.6	-0.4
Cc1ccc(SCC(=O)N2CCOCC2)cc1	-0.9	-8.3	5.3	1.7	-4.2	-4.2	-0.7	19.2	8.3
O=C(CCl)NN1C(=O)NC2(CCCCC2)C1=O	0.1	1.2	-10.3	0.7	1.8	-7.8	0.5	3.8	0.6
COc1ccc(-c2oc(NC(=O)c3ccc(C)cc3)c(C#N)c2-c2ccc(OC)cc2)cc1	-1.6	4.9	9.6	-5.7	-1.5	-14.8	-2.4	9.2	-0.2
CCOc1ccccc1NC(=O)COn1nnc2ccccc21	-3.4	1.5	-16.8	-3.6	-13.0	-9.4	2.2	7.7	0.0
COc1cc2c(cc1OC)C(c1cc(OC)c(OC)c(OC)c1)NCC2 (centres undefined)	3.2	6.5	11.9	-16.2	-6.7	-12.6	-0.1	-1.1	5.0
O=C(O)CC(c1ccccc1)n1cccc1 (centres undefined)	1.1	8.7	-7.2	-7.8	-3.5	-10.7	0.9	7.0	4.2
O=C(Nc1ccc(S(=O)(=O)Nc2nccs2)cc1)/C(=C/c1ccccc1Cl)NC(=O)c1ccccc1	2.9	-3.8	-2.3	1.0	-5.1	-28.7	3.7	3.6	8.0
O=C(O)/C=C/C(=O)N1CCc2ccccc21	-3.9	-5.3	14.3	2.3	-5.8	-6.2	2.0	-2.4	5.8
CCn1cc([N+](=O)[O-])c(C(=O)Nc2ccn(Cc3ccccc3)n2)n1	3.2	-2.6	3.5	-22.4	0.9	0.1	0.4	24.1	9.5
O=C(NC(=S)Nc1ccc(S(=O)(=O)N2CCCCC2)cc1)c1ccccc1	4.0	3.5	2.2	14.4	-9.2	-4.2	-0.3	-37.1	3.8
CCCOC(=O)c1ccc(O)c(OC)c1	3.1	6.8	-14.7	-5.5	-9.8	-2.0	0.8	-6.5	5.5
NS(=O)(=O)c1ccc(CCNC(=O)C2CCCN(S(=O)(=O)c3cccnc3)C2)cc1 (centres undefined)	-0.2	2.8	17.2	-19.6	0.7	-5.5	2.2	8.7	1.7
CC(=O)N1CCC(N2CCN(c3ccccc3F)CC2)CC1	0.6	4.8	7.0	-4.5	-26.8	-4.3	1.5	18.6	3.4
N#Cc1c(Nc2ccc(Cl)cc2)s[nH]c1=O	1.9	.	25.9	12.7	-0.7	-16.5	-0.1	67.5	-7.1
COc1ccc(Cc2nnc(Nc3ccc(Cl)cc3)[nH]c2=O)cc1	3.1	.	-3.7	-0.1	-1.6	13.2	-1.3	65.6	3.6
O=C(CSc1nc2ccccc2s1)N1c2ccccc2Sc2ccc(C(F)(F)F)cc21	0.3	3.5	-16.0	-3.0	-22.8	-18.5	0.3	19.8	0.9
Cc1ccc(CCC(=O)Nc2ncc(Cc3cccc(Cl)c3Cl)s2)o1	0.3	-1.1	19.1	-12.9	6.3	5.3	-1.2	-11.6	-0.1
O=C(NC12CCC(O)C(SC1)/C2=N/O)c1ccccc1 (centres undefined)	1.9	3.3	1.4	-28.9	-7.9	-10.1	-2.4	-0.2	2.0
Cc1nnc(SCc2nc3sc4c(c3c(=O)[nH]2)CCCC4)[nH]c1=O	0.0	1.1	6.3	-14.8	-8.0	-19.9	1.9	1.8	4.4
O=C(O)C1Cc2ccccc2CN1C(=O)CSc1nnc2ccccn12 (centres undefined)	-1.5	-1.2	8.3	-12.7	-4.7	-15.6	0.4	5.5	8.1
COc1ccc(OC)c(NC2c3ncccc3C(=O)N2Cc2ccco2)c1 (centres undefined)	1.1	2.5	-0.1	-6.8	-4.1	-6.9	0.3	21.1	4.6

# Retrieved by compound from the entries so far (2):
Structure	Ba/F3 V617F tox	NPY Y1 blocker	NPY-Y1 PAM-ag	S1P4 antag	NPY2 pot ag	p47phox inh	S1P4 agonist	CHOP inhibitor	BaF3 parental
CC(=O)N1CCC(N2CCN(c3ccccc3F)CC2)CC1	0.6	4.8	7.0	-4.5	-26.8	-4.3	1.5	18.6	3.4
O=C(Nc1ccc(S(=O)(=O)Nc2nccs2)cc1)/C(=C/c1ccccc1Cl)NC(=O)c1ccccc1	2.9	-3.8	-2.3	1.0	-5.1	-28.7	3.7	3.6	8.0

# Next section.
Structure	Ba/F3 V617F tox	NPY Y1 blocker	NPY-Y1 PAM-ag	S1P4 antag	NPY2 pot ag	p47phox inh	S1P4 agonist	CHOP inhibitor	BaF3 parental
CCOC(=O)C1CCN(c2c(N3CCCC(C(=O)OCC)C3)c(=O)c2=O)CC1 (centres undefined)	-3.3	-5.5	11.9	-11.1	11.0	-5.5	2.8	-8.9	1.2
CCn1cc(/C=C/C(=O)Nc2c(C)nn(Cc3ccccc3)c2C)cn1	-1.0	-3.6	2.8	11.2	6.8	-0.9	2.7	14.2	0.8
CN(C)c1ccc(NC(=O)N2CCOCC2)cc1	-3.0	1.7	-25.7	-7.4	-0.4	15.5	-0.7	-0.1	1.2
NC(=O)C1(N2CCCCC2)CCN(C(=O)c2cccs2)CC1	0.0	3.5	-1.3	-24.8	4.4	-25.0	1.6	13.6	4.0

# A few values from the results shown:
# NS(=O)(=O)c1ccc(CCNC(=O)C2CCCN(S(=O)(=O)c3cccnc3)C2)cc1 (centres undefined) – NPY Y1 blocker = 2.8
# CCOc1cc(C(c2c(C)[nH][nH]c2=O)c2c(C)[nH][nH]c2=O)ccc1O – NPY-Y1 PAM-ag = -11.6
